rTrxR1 inhibitor: rat TrxR1 inhibition. actives 1% (n = 390,000). AID 588453. Potency, µM (top dose mostly 114 µM), inactives show at the highest dose activity change, negative = inhibition, most hits filed as inhibitors. recombinant rTrxR1, NADPH fluorescence consumption, selenite substrate. O89049; also: potency is read from the fitted curve at half-maximal effect; % is scaled to controls: 0 for no effect and ±100 for the full control effect; nearly all actives have a fitted effect of over 65% in size
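Rat TrxR1 (90 nM in the dispensed reagent) was pre-reduced with 400 uM NADPH for 5 min at room temperature, then incubated with compound for 15 min. After 400 uM selenite was added, NADPH fluorescence (Ex 340/Em 450 nm) was followed for 8 min.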
Glioma ERSR ind: induces the endoplasmic reticulum stress response in human glioma cells; U87-MG GRP78 promoter luciferase reporter, 16 h; Potency, µM, for the others: top-dose activation, hits mostly activators; actives 0.02% (n = 420,000); AID 602332; also: potency is read from the fitted curve at half-maximal effect; series mostly up to about 76 µM; % of control where 0% means no effect; nearly all actives have a fitted effect of over 35% in size
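Stably transfected U87-MG human glioma cells carrying a GRP78-based luminescent sensor were seeded at 1000 cells/well, pin-dosed with compounds and incubated 16 h. Luciferase reagent was then added, and end-point luminescence was read after 10 min at room temperature.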
IDH1 R132H inh: human IDH1 R132H inhibition | O75874 | IDH1-R132H enzyme, NADPH consumption, diaphorase/resazurin fluorescence | Potency, µM (top dose mostly 76.6 µM), without a hit: at the highest dose activity change, negative = inhibition, actives largely listed as inhibitors | actives 0.093% (n = 390,000) | AID 602179; also: potency is read from the fitted curve at half-maximal effect; % is scaled to controls: 0 for no effect and ±100 for the full control effect; nearly all actives have a fitted effect of over 65% in size
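IDH1-R132H (0.5 ug/mL) preincubated 30 min with compound, then NADPH (0.016 mM) and alpha-KG (2 mM) added; 80 min at RT, pH 7.5. Remaining NADPH coupled via diaphorase/resazurin to fluorescence (540/590 nm); concentration-response curves normalized to no-enzyme control.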
USP1-UAF1 inh: blocks the human USP1/UAF1 deubiquitinase complex; O94782; recombinant USP1/UAF1, Ub-Rhodamine cleavage fluorescence; Potency, µM (series often up to 57.1 µM), without a hit: at the top dose activity change, negative = inhibition, most hits filed as inhibitors; actives 0.23% (n = 390,000); AID 743255; also: potency is read from the fitted curve at half-maximal effect; % is scaled to controls: 0 for no effect and ±100 for the full control effect; nearly all actives have a fitted effect of over 60% in size; inactives centre near -12
Target sequence (O94782 whole entry, looked up): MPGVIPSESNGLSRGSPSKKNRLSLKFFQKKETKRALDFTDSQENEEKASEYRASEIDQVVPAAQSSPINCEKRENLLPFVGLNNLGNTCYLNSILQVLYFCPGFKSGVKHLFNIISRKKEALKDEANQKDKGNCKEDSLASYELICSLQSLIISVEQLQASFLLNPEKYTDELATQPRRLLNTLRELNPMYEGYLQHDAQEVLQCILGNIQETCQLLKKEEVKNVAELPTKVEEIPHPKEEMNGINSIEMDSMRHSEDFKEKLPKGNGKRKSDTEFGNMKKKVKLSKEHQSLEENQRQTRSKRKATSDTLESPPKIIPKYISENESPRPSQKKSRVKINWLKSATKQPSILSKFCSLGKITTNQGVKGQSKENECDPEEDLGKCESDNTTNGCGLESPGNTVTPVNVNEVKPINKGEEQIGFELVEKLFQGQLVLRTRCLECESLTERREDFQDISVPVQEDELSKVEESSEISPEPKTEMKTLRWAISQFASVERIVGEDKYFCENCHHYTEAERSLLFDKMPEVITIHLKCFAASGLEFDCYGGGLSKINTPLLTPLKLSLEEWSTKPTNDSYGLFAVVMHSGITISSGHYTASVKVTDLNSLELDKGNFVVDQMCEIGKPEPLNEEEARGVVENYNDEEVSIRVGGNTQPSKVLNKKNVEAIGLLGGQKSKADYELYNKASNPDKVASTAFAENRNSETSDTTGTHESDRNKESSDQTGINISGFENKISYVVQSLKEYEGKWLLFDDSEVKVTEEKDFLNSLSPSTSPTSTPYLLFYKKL
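USP1/UAF1 complex (1 nM) preincubated 15 min at room temperature with compound, then Ub-Rho substrate (150 nM final) added. Kinetic fluorescence at 480/540 nm over 6 reads at 60 s intervals; 50 mM HEPES pH 7.8, 0.5 mM EDTA, 0.1 mg/ml BSA, 1 mM TCEP, 0.01% Tween-20.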
Vif-A3G inh: inhibitors of Vif-APOBEC3G interaction | HeLa A3G-eYFP + Vif (tagged APOBEC3G with the HIV-1 protein that degrades it), YFP fluorescence, overnight | Potency, µM (highest dose often 46.1 µM), inactives show at the highest dose activity, negative = active, usual class: inhibitors | actives 0.076% (n = 410,000);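 also: potency is read from the fitted curve at half-maximal effect; % is scaled to controls: 0 for no effect and ±100 for the full control effect; nearly all actives have a fitted effect of over 60% in size; hits raise eYFP signal because A3G escapes Vif-driven loss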
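HeLa cells stably expressing Vif and C-terminally eYFP-tagged A3G, seeded overnight at 37 deg C, then exposed to compound by pintool overnight at 37 deg C. Rise in yellow fluorescence (Ex 488/Em 500-530, Acumen) marks blocked Vif-driven A3G degradation.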
TrxR1 substrate: substrates of rat thioredoxin reductase 1 | O89049 | purified TrxR1 substrate turnover, NADPH consumption readout | Potency, µM (doses to about 114 µM), for the others: at the top dose activity change, negative = substrate turnover | actives 0.01% (n = 390,000) | AID 588456; also: potency is read from the fitted curve at half-maximal effect; % is scaled to controls: 0 for no effect and ±100 for the full control effect; nearly all actives have a fitted effect of over 50% in size
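Rat TrxR1, dispensed at 90 nM, was prereduced with 400 uM NADPH (final) for 5 min at ~22 deg C, then incubated with compound 15 min before 400 uM selenite. A first-read NADPH fluorescence drop versus no-compound background flagged substrates.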
LDHA inh: LDHA (human) enzyme inhibition; P00338; purified LDHA, NADH/diaphorase-resazurin fluorescence; stronger effect = lower value; activity change, % (values are at about 110 or 230 µM); actives 0.15% (n = 480,000); AID 1347041; in the data active = activity change below about -30%; inconclusive = mostly about -25% to -30%;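 also: plate controls were DMSO wells for no effect and wells without enzyme for full effect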
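Human LDH5 (2 nM) was incubated with 0.06 mM NADH and 0.2 mM pyruvate for 5 min at room temperature in Tris pH 7.4. Remaining NADH was coupled through diaphorase/resazurin, and resorufin fluorescence was read at 0 and 20 min.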
RGS4 inh: blocks human RGS4-accelerated GTP hydrolysis; P49798; Transcreener GDP fluorescence polarization, RGS4-accelerated GTP hydrolysis; Potency, µM (top dose mostly 114 µM), for the others: at the highest dose activity change, negative = inhibition, hits mostly inhibitors; actives 0.039% (n = 390,000); AID 504845; also: potency is read from the fitted curve at half-maximal effect; % is scaled to controls: 0 for no effect and ±100 for the full control effect; nearly all actives have a fitted effect of over 75% in size; some results filed as inactive show a strong effect at the top dose
Target sequence (P49798 whole entry, looked up): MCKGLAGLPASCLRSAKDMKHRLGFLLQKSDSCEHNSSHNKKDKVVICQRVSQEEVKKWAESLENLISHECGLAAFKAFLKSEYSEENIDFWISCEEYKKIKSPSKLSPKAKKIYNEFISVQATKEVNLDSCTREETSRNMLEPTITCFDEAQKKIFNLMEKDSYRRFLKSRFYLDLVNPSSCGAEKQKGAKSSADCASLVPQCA
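MLSMR compounds (23 nl, pin-transferred) preincubated 10 min at room temperature with a 500nM (2x) first reagent, then RGS4 at 900nM (2x) plus Transcreener GDP mix added; fluorescence polarization (620/688 nm) read before and after 90 min at 30 °C.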
Vif-APOBEC3F blk: inhibitors of Vif-A3F interaction; HeLa A3F-eYFP + Vif (tagged APOBEC3F with the HIV-1 protein that degrades it), YFP fluorescence increase; actives 0.2% (n = 390,000); Potency, µM (top dose mostly 46.1 µM), inactives show at the highest dose activity, negative = active; also: potency is read from the fitted curve at half-maximal effect; % of control where 0% means no effect; nearly all actives have a fitted effect of over 65% in size
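HeLa cells stably expressing A3F-eYFP plus Vif, plated and incubated overnight at 37 deg C, then exposed to compounds overnight at 37 deg C. Blocked degradation read as raised yellow fluorescence (Ex 488/Em 500-530).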
An asterisk follows results filed as active; ? = inconclusive; / = no result given; & = joins results of further samples; [ ] = remark or other dose. Unless noted, calls follow the shape of the dose curve; as a rule, active = well fitted curve in the direction sought with a large enough effect; inconclusive = small, poorly fitted or top-dose-only effect, or another doubt; inactive = no such curve, though single readings can be large; an effect the other way counts as inactive or inconclusive. A portion of the library. The share of hits here may be higher or lower than overall.

The first 2 records (preview)
entry	canonical_smiles	rTrxR1 inhibitor	Glioma ERSR ind	IDH1 R132H inh	USP1-UAF1 inh	Vif-A3G inh
1	CCOC(=O)c1ccc(NC(=O)Cn2nnc(-c3ccc(C(F)(F)F)cc3)n2)cc1	1%	-3%	-6%	-23%	-1%
2	Cc1ccc(CSc2ccc(-c3cccs3)nn2)cc1	27%&14%	1%&-1%	-13%&-11%	9%&-14%	1%&0%

entry	TrxR1 substrate	LDHA inh	RGS4 inh	Vif-APOBEC3F blk
1	7%[11.4 µM]	-2	-10%	5%
2	5%&4%	-6&-10	-10%&4%	1%&5%

All compounds of this part, from the start:
entry	canonical_smiles	rTrxR1 inhibitor	Glioma ERSR ind	IDH1 R132H inh	USP1-UAF1 inh	Vif-A3G inh
1	CCOC(=O)c1ccc(NC(=O)Cn2nnc(-c3ccc(C(F)(F)F)cc3)n2)cc1	1%	-3%	-6%	-23%	-1%
2	Cc1ccc(CSc2ccc(-c3cccs3)nn2)cc1	27%&14%	1%&-1%	-13%&-11%	9%&-14%	1%&0%
3	O=[N+]([O-])c1ccc(N2CCOCC2)cc1O	-11%	0%	0%	-13%	2%
4	CC(C)c1cccc(C2=CC(=O)C[C@H](c3ccc(F)cc3)C2)c1	20%[57.1 µM]	-5%	-2%	-30%	1%
5	Cc1ccc(NC(=O)[C@H](Cc2ccccc2)N2Cc3ccccc3C2=O)cc1	14%	-4%	-5%	?	0%
6	CCS(=O)(=O)N1CCC(NC(=O)C(Cc2cccc(OC)c2OC)NC(C)=O)CC1 (stereo not given)	14%[57.1 µM]	-5%	5%	-28%	0%
7	CCOC(=O)c1ccc(NC(=S)Nc2cccc(N)n2)cc1	12%[57.1 µM]	3%	-3%	-9%	4%
8	O=C(Cc1cccs1)N1CCN(c2ccccn2)CC1	9%	4%	6%	-23%	2%
9	Cc1ccc(N2CCN(S(=O)(=O)c3ccc(F)c(C(=O)Nc4ccc(Cl)cc4Cl)c3)CC2C)cc1 (stereo not given)	5%[57.1 µM]	-1%	0%	-14%	7%
10	CCCn1cc(SCC(=O)NCC2CCCO2)c2ccccc21 (stereo not given)	7%[57.1 µM]	1%	0%	8%	-2%

entry	TrxR1 substrate	LDHA inh	RGS4 inh	Vif-APOBEC3F blk
1	7%[11.4 µM]	-2	-10%	5%
2	5%&4%	-6&-10	-10%&4%	1%&5%
3	-9%	2	-8%	-14%
4	-3%[57.1 µM]	-1	1%	1%
5	3%	-9	-27%	-4%
6	-5%[57.1 µM]	-2	-22%	-12%
7	4%[57.1 µM]	-4	-23%	-33%
8	21%	-6	3%	-9%
9	-9%[57.1 µM]	-2	5%	0%
10	-7%	-5	6%	-12%

entry	canonical_smiles	rTrxR1 inhibitor	Glioma ERSR ind	IDH1 R132H inh	USP1-UAF1 inh	Vif-A3G inh
11	COCC1CCCN(Cc2cn(Cc3ccccc3)nc2-c2cc3ccccc3o2)C1 (stereo not given)	26%	-3%	-7%	-14%	3%
12	Cc1ccc(NC(=O)c2ccc(Cl)cc2Cl)cc1O	-16%	-3%	16%	-13%	-8%
13	Cc1ccccc1S(=O)(=O)Cc1ccc(C(=O)NCCCN2CCC(C)CC2)o1	3%	-1%	-9%	-14%	6%
14	Cc1ccc2c(c1)c1c(n2C)C(C(N)=O)CCC1 (stereo not given)	-7%	-4%	2%	-8%	-10%
15	O=C1Cc2ccccc2C(c2ccccc2)N1 (stereo not given)	22%	-4%	3%	-7%	1%
16	C=CCN1C(=O)C2(OCCCO2)c2c(C)ccc(C)c21	26%	-3%	2%	-25%	0%
17	CCOc1ccc(C(=O)CC(=O)C(=O)NCCc2ccc(OC)c(OC)c2)cc1	-23%	-3%	5%	-15%	0%
18	Brc1ccc(-c2nc(-c3cccnc3)no2)o1	6%	0%	8%	-16%	1%
19	COC(CN(C)C(=O)C1CCC(CNS(=O)(=O)c2ccccc2)CC1)OC (stereo not given)	12%	-4%	-2%	-18%	-3%
20	COc1cc(N=c2c([N+](=O)[O-])nn(-c3ccc4c(c3)OCCO4)n2O)cc(OC)c1	-21%	-1%	8%	-14%	-28%

entry	TrxR1 substrate	LDHA inh	RGS4 inh	Vif-APOBEC3F blk
11	0%	1	13%	14%
12	-5%	2	-17%	2%
13	8%	-4	3%[11.4 µM]	-18%
14	6%	-5	-9%	1%
15	0%[57.1 µM]	0	16%	5%
16	8%	0	-11%	16%
17	-1%	15	-44%	5%
18	10%	-3	-11%	-1%
19	-1%	-15	4%	-1%
20	-12%	3	-12%	-1%

Five of the compounds above, screen by screen.
15. O=C1Cc2ccccc2C(c2ccccc2)N1 (stereo not given)
16. C=CCN1C(=O)C2(OCCCO2)c2c(C)ccc(C)c21
17. CCOc1ccc(C(=O)CC(=O)C(=O)NCCc2ccc(OC)c(OC)c2)cc1
18. Brc1ccc(-c2nc(-c3cccnc3)no2)o1
19. COC(CN(C)C(=O)C1CCC(CNS(=O)(=O)c2ccccc2)CC1)OC (stereo not given)

| Compound | 15 | 16 | 17 | 18 | 19 |
| --- | --- | --- | --- | --- | --- |
| rTrxR1 inhibitor | 22% | 26% | -23% | 6% | 12% |
| Glioma ERSR ind | -4% | -3% | -3% | 0% | -4% |
| IDH1 R132H inh | 3% | 2% | 5% | 8% | -2% |
| USP1-UAF1 inh | -7% | -25% | -15% | -16% | -18% |
| Vif-A3G inh | 1% | 0% | 0% | 1% | -3% |
| TrxR1 substrate | 0%[57.1 µM] | 8% | -1% | 10% | -1% |
| LDHA inh | 0 | 0 | 15 | -3 | -15 |
| RGS4 inh | 16% | -11% | -44% | -11% | 4% |
| Vif-APOBEC3F blk | 5% | 16% | 5% | -1% | -1% |

(cont.)
entry	canonical_smiles	rTrxR1 inhibitor	Glioma ERSR ind	IDH1 R132H inh	USP1-UAF1 inh	Vif-A3G inh
21	O=C(COC(=O)c1ccc(Cl)c(S(=O)(=O)N2CCCCCC2)c1)Nc1ccccc1	-3%	-1%	2%	-21%	-2%
22	O=C(CN(Cc1ccccc1)S(=O)(=O)c1ccccc1)N/N=C/c1ccccc1C(=O)O	12%	-2%	-2%	-13%	-7%
23	CCCN1CNC(=S)N(CCc2ccccc2)C1	-8%[57.1 µM]	-3%	3%	-6%	0%
24	O=C(CN(Cc1ccco1)C(=O)CNS(=O)(=O)c1ccc(F)cc1)NCc1ccc(F)cc1	2%[57.1 µM]	-5%	3%	2%	0%
25	COc1cccc(CC2(CO)CCN(Cc3ccc(NC(C)=O)cc3)CC2)c1	-1%[57.1 µM]	-1%	-6%	-5%	-1%
26	CCOc1ccc2[nH]c(=O)c(C(c3nnnn3Cc3ccco3)N3CCC(C)CC3)cc2c1 (stereo not given)	?	-5%	-23%	-26%	0%
27	COc1cccc(NC(=O)Cc2nnc(SCCOc3ccccc3)n2C)c1	10%[57.1 µM]	-4%	4%	0%	0%
28	COCCn1c(C)cc(C(=O)COC(=O)c2ccccc2Br)c1C	25%[0.0914 µM]	-1%	3%	-18%	1%
29	CSc1nc2nc(Cl)c(Cl)nc2[nH]1	/	4%	4%	-24%	1%
30	C[C@@H]1CN([C@H](C)CO)C(=O)c2cc(NC(=O)Nc3ccc(C(F)(F)F)cc3)ccc2O[C@H]1CN(C)S(=O)(=O)c1ccccc1	?	-4%	-2%	?	-6%

entry	TrxR1 substrate	LDHA inh	RGS4 inh	Vif-APOBEC3F blk
21	-7%	-5	-4%	-7%
22	0%	-13	17%	5%
23	5%[57.1 µM]	-2	10%	?
24	10%[57.1 µM]	-3	-30%	-1%
25	5%[57.1 µM]	-4	-28%	-26%
26	18%	2	-17%	-8%
27	6%[57.1 µM]	-1	-4%	-9%
28	7%[0.0914 µM]	0	-16%	-4%
29	/	-8	/	2%
30	-10%	0	-9%	2%

entry	canonical_smiles	rTrxR1 inhibitor	Glioma ERSR ind	IDH1 R132H inh	USP1-UAF1 inh	Vif-A3G inh
31	Nc1c(Br)cc(Br)cc1CNC1CCC(O)CC1 (stereo not given)	11%&15%	-2%&3%&-5%&-2%&-1%	-4%&1%	-24%&-27%	0%&-1%
32	CCOC(=O)c1sc(NC(=O)COC(=O)Cn2cnc3ccccc32)c(C(=O)OCC)c1C	-5%	-6%	5%	-16%	-1%
33	COC(=O)c1c(NC(=O)CSc2nnc(CNc3ccc(Cl)cc3)o2)sc(C)c1C	-12%	-5%	-1%	-7%	-10%
34	c1ncc2snnc2n1	5%	-2%	/	/	3%
35	CCCCCCn1c(C(C)NC(=O)c2ccco2)nc2ccccc21 (stereo not given)	3%[57.1 µM]	-4%	4%	-21%	-8%
36	Cc1cc(/C=C2\SC(=O)N(CC(=O)Nc3ccccc3F)C2=O)c(C)n1C	14%[57.1 µM]	-2%	2%	-20%	-1%

entry	TrxR1 substrate	LDHA inh	RGS4 inh	Vif-APOBEC3F blk
31	2%&6%	-7&-6	10%&-3%	-5%&-3%
32	-8%	3	-21%	-31%
33	-16%	-3	-31%	-6%
34	0%	3	/	/
35	3%[57.1 µM]	4	14%	7%
36	4%	6	-24%	3%

Screening data deposited in PubChem by National Center for Advancing Translational Sciences (NCATS).
